Source: PubChem (Broad Institute)
miR-122 sensor = blocks miR-122 activity in Huh7 sensor cells; AID 602342; Huh7 miR-122 Renilla luciferase sensor, 48 h; neutral wells = 0, positive control = 100; 340,000 tested, 0.3% active; activation (reporter increase), % at 12.5 µM;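 active = mean replicate activation score at least 90 and every replicate individually at or above 90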;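 also: higher luciferase means less miR-122 activity so hits act as miR-122 inhibitors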
GSIS activator = primary screen for activators of insulin secretion dependent on glucose, INS-1E cells, GLuc reporter luminescence. 370,000 tested, 0.61% active. activation, % at 16.6 µM. INS-1E GLuc reporter insulin secretion, 2-3 h;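 active = lowest replicate activation of at least 40%, so every replicate reaches that level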;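 also: 0% = median of neutral control wells and 100% = median of IBMX positive control wells; some compounds called inactive have numbers as strong as hits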
FN deposition inh = fibronectin deposition inhibition | AH1F fibroblasts, Alexa488-fibronectin deposition fluorescence, overnight | inhibition, % at 12.6 µM | 350,000 tested, 0.086% active | AID 743247;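 active = mean inhibition across replicates of 30% or more, regardless of how many single replicates reach that level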;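 also: positive control wells lacked labelled fibronectin entirely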
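Material: AH1F fibroblasts assembling fluorescent fibronectin matrix; amount: 10000 AH1F cells/well; medium: DMEM, 2% serum; reagent: Alexa488-fibronectin, 24 nM final in well; dosing: single compound dose, delivered by pin transfer; incubation: 1 h adhesion, overnight exposure; detection: fluorescence after three HBSS washes, excitation 485 nm, emission 525 nm; measure: fibronectin deposition inhibition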
PglD inh = inhibitors of Campylobacter jejuni PglD acetyltransferase; purified PglD enzyme, DTNB colorimetric CoA detection; inhibition, % at 12.5 µM; 360,000 tested, 0.098% active; in the data active = inhibition above about 16%, passing the limit was not always enough; also: strong numbers were not always called active
Cneo AK release = causes C. neoformans cell lysis; adenylate kinase release luminescence, 4 h; normalised: neutral wells 0, clomiphene wells 100; lysis activity, % at 15 µM; 360,000 tested, 0.2% active; AID 651654;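 active = mean lysis activity across replicates of at least 80%, whatever share of replicates individually reach that level; inactive = mean lysis activity below 80%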
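Assay system: Cryptococcus neoformans yeast cells / Dosing: single-point compound dose / Timing: 4 h at 37 °C static, read 1 h later / Measured by: luminescence of released adenylate kinase using an AK detection reagent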
C2C12 statin = suppression of simvastatin myotoxicity; C2C12 myotubes + simvastatin, ATP luminescence, 48 h; scaled: DMSO 0, geranylgeraniol control 100; rescue of ATP level, % at 7.49 µM; 330,000 tested, 0.78% active; AID 602340;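 active = mean ATP rescue above about 67%, or every replicate alone reaching that limit, limit read from the data, passing the limit was not always enough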;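 also: myotubes were challenged with 10 µM simvastatin during compound exposure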
PGC1a acetyl inh = PGC1a acetylation modulation, inhibitor mode; 350,000 tested, 0.17% active; U2OS PGC1a acetylation, AlphaScreen anti-acetyl-lysine; with virally co-expressed GCN5 acetyltransferase; AID 651687; inhibition, % at 15.6 µM;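 active = every replicate shows inhibition of at least 40%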;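 also: 0% = neutral control wells and 100% = positive control wells; some results beyond the cut were filed as inactive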
F508del corr = CFTR F508del correction in bronchial cells; activity (quench increase), % at 7.58 µM; CFBE cells, YFP halide quenching; stimulated with forskolin plus potentiator P3; % fluorescence drop versus neutral controls; 350,000 tested, 0.36% active;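 active = mean added fluorescence quench of at least 8% versus neutral control, with both replicates also reaching 8%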;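 also: cells transiently co-express mutant CFTR-F508del with the halide-sensitive YFP; corrector assay measuring rescue of mutant channel to the surface after 24 h compound exposure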
* = called active by the depositor; . = no result given; & = joins results of further samples; [ ] = dose if it differs, or a comment.

1) C[C@@H]1CCCCO[C@H](CN(C)Cc2ccc(C(=O)O)cc2)[C@H](C)CN([C@H](C)CO)C(=O)c2cc(NC(=O)C3CCCCC3)ccc2O1
2) O=C(N/N=C/c1ccco1)c1ccc(NC(=O)c2ccc(Cl)cc2)cc1
3) CC(=O)N(Cc1nc2sc(C)c(C)c2c(=O)[nH]1)C1CCCC1
4) CCN1C(=O)/C(=C2/Sc3ccc(OC)cc3N2C)SC1=Nc1ccc(OC)cc1
5) N#C[C@@H]1[C@@H](c2ccccc2)[C@@H](CO)N1S(=O)(=O)c1ccc(F)cc1
6) Cc1cc(C)n(-c2ccc(C(=O)OCC(=O)c3ccc(Br)s3)cc2)n1
7) O=C(CSc1nnc2c(n1)[nH]c1ccc(F)cc12)OCc1ccccc1
8) CC(=O)NC(c1ccccc1)c1nc2ccccc2[nH]1 (stereo not drawn)

Assay by compound,1,2,3,4,5,6,7,8
miR-122 sensor,-1[16.7 µM],8,-3,-1,.,7,-4,.
GSIS activator,2,-6,-5,-4,6,.,.,.
FN deposition inh,.,2,7,-4,-5,6,-3,-13
PglD inh,-2,4,.,0,-1,0,-6,3
Cneo AK release,3,5,.,9,0,3,0,4
C2C12 statin,.,6,.,15,-4,.,85*,-14
PGC1a acetyl inh,10,-1,14,3,-4,3,11,5
F508del corr,-3.1,-3.4,2.0,0.8,-0.7,.,.,.

Next part, starting with the last 4 of the part before.
5) N#C[C@@H]1[C@@H](c2ccccc2)[C@@H](CO)N1S(=O)(=O)c1ccc(F)cc1
6) Cc1cc(C)n(-c2ccc(C(=O)OCC(=O)c3ccc(Br)s3)cc2)n1
7) O=C(CSc1nnc2c(n1)[nH]c1ccc(F)cc12)OCc1ccccc1
8) CC(=O)NC(c1ccccc1)c1nc2ccccc2[nH]1 (stereo not drawn)
9) O=C(C[C@@H]1CC[C@@H](NC(=O)C2CCC2)[C@@H](CO)O1)NC1CCCCC1
10) CC(=O)c1cc(CC(=O)N2CCc3c([nH]c4ccccc34)C2c2ccccn2)cs1 (stereo not drawn)
11) Cc1ccc(C2C(C#N)=C(N)SC(N)=C2C#N)cc1
12) CC(=O)NN1C(=O)c2ccc3c4c(ccc(c24)C1=O)C(=O)N(NC(C)=O)C3=O
13) C[C@@H]1CN([C@H](C)CO)C(=O)c2cc(NC(=O)Nc3cccc4ccccc34)ccc2O[C@@H]1CN(C)S(=O)(=O)c1cn(C)cn1
14) OC1CCCN(c2ncnc3c2nnn3Cc2c(F)cccc2Cl)C1 (stereo not drawn)
15) CCCCC(NC(=O)c1cccc(Br)c1)C(=O)O (stereo not drawn)
16) c1cncc(-c2nnc3n2C2(CCCCC2)Cc2ccccc2-3)c1

Assay by compound,5,6,7,8,9,10,11,12,13,14,15,16
miR-122 sensor,.,7,-4,.,.,1,18,.,-5[16.7 µM],-5,.,.
GSIS activator,6,.,.,.,-8,-21,.,-33,-8,-1,2,.
FN deposition inh,-5,6,-3,-13,0,-17,-5,-6,.,.,4,.
PglD inh,-1,0,-6,3,6,.,0,3,-1,0,.,7
Cneo AK release,0,3,0,4,-2,.,1,0,56,-3,.,4
C2C12 statin,-4,.,85*,-14,-5,-5,-6,12,-3,4,.,1
PGC1a acetyl inh,-4,3,11,5,2,3,-4,.,2,0,-10,6
F508del corr,-0.7,.,.,.,0.7,-2.2,.,1.1,3.3,-1.0,-0.4,.

Three structures out of the list, arranged by number of heavy atoms, descending.
12) CC(=O)NN1C(=O)c2ccc3c4c(ccc(c24)C1=O)C(=O)N(NC(C)=O)C3=O
14) OC1CCCN(c2ncnc3c2nnn3Cc2c(F)cccc2Cl)C1 (stereo not drawn)
11) Cc1ccc(C2C(C#N)=C(N)SC(N)=C2C#N)cc1

Assay by compound,12,14,11
miR-122 sensor,.,-5,18
GSIS activator,-33,-1,.
FN deposition inh,-6,.,-5
PglD inh,3,0,0
Cneo AK release,0,-3,1
C2C12 statin,12,4,-6
PGC1a acetyl inh,.,0,-4
F508del corr,1.1,-1.0,.

Next part.
17) Cc1ccc(S(=O)(=O)N2CCN(C(=O)CCn3nc(C)c(C)c3C)CC2)cc1
18) O=C(NCC1CCCO1)c1cc(S(=O)(=O)N2CCOCC2)ccc1Cl (stereo not drawn)
19) CCCCNC(=O)C1CCN(C(=O)C2CCN(S(=O)(=O)c3ccc(C)cc3)CC2)CC1
20) COc1ccc(NC(=O)CN(C)C(=O)Cc2c[nH]c3ccccc23)cc1
21) O=C(COc1cc(Cl)c(Cl)cc1Cl)NCCN1CCOCC1
22) O=Cc1cccn1-c1cccc([N+](=O)[O-])c1
23) COc1cccc(CN2CCC(C(=O)NC(C)c3cccc4ccccc34)CC2)c1 (stereo not drawn)
24) CC(C)CN1CCC(C(=O)NC(c2ccc(F)cc2)c2ccc3ccccc3n2)CC1 (stereo not drawn)

Assay by compound,17,18,19,20,21,22,23,24
miR-122 sensor,-7,0,1,0,.,1,-5,-10
GSIS activator,4,7,-1,.,.,19,.,.
FN deposition inh,-1,7,8,-3,4,.,3,-12
PglD inh,4,5,-3,5,-2,3,3,3
Cneo AK release,-5,-3,-1,-2,2,-4,3,0
C2C12 statin,-25,-1,11,15,1,2,-23,2
PGC1a acetyl inh,-5,1,.,-17,10,27,-2,-4
F508del corr,-3.7,2.7,-2.1,1.4,.,.,6.5,-0.3

25) CCOc1ccccc1OCC(=O)Nc1cccc(S(=O)(=O)NC2=NCCCCC2)c1
26) CCC(Oc1ccccc1)C(=O)N(Cc1ccccc1)c1ccccn1 (stereo not drawn)
27) Cc1cccc(C)c1NC(=O)c1nc(S(=O)(=O)Cc2ccccc2)ncc1Cl
28) C[C@@H]1CN([C@H](C)CO)C(=O)c2cc(NC(=O)Cc3ccccc3)ccc2O[C@@H](C)CCCCO[C@H]1CN(C)C(=O)Nc1cccc2ccccc12
29) Cc1ncoc1C(=O)NCc1ccccc1Cl
30) Cn1ncc2nnn(-c3ccccc3)c(=O)c21
31) CCCNC(=O)N(C)C[C@@H]1Oc2cc(C#CCOC)ccc2S(=O)(=O)N([C@@H](C)CO)C[C@H]1C
32) COCCNC(=S)N1CCCC(CO)C1 (stereo not drawn)

Assay by compound,25,26,27,28,29,30,31,32
miR-122 sensor,14,7,.,4[16.7 µM],-1,-5,9[16.7 µM],3
GSIS activator,18,-4,8,-5,24,.,14,10
FN deposition inh,2,.,4,.,.,.,-17,2
PglD inh,1,.,1,1,.,1,1,3
Cneo AK release,0,.,6,48,.,1,-3,0
C2C12 statin,-15,-13,135*,38,.,15,-16,4
PGC1a acetyl inh,-5,0,.,7,7,6,0,-10
F508del corr,-1.4,.,4.1,-1.4,-0.8,.,-0.4,-3.8

33) CC(C)CC#Cc1cnc2c(c1)C(=O)N([C@@H](C)CO)C[C@@H](C)[C@@H](CN(C)S(=O)(=O)c1ccccc1)O2
34) CCCn1c(SCC(=O)N(CC)CC)nnc1-c1ccncc1
35) O=C(Nc1nc(-c2ccccc2)cs1)C1CCCN(S(=O)(=O)c2ccccc2)C1 (stereo not drawn)
36) O=C(/C=C(\O)c1ccc(Cl)cc1)C(=O)NNC(=O)C(O)(c1ccccc1)c1ccccc1
37) Cc1ccc2nc(NC(=O)COC(=O)c3cccnc3)sc2c1
38) CCN1CCN(S(=O)(=O)c2ccc(S(=O)(=O)NCC3CCCO3)cc2)CC1 (stereo not drawn)
39) CCCC#Cc1cnc2c(c1)C(=O)N([C@H](C)CO)C[C@@H](C)[C@@H](CN(C)C(=O)Nc1cccc(F)c1)O2
40) CC1CCCN(CCC(=O)Nc2ccc(Br)cc2)C1 (stereo not drawn)

Assay by compound,33,34,35,36,37,38,39,40
miR-122 sensor,-1[16.7 µM],.,-4,0,6,6,1,1
GSIS activator,-7,0,-1,.,9,2,-4&0,.
FN deposition inh,.,7,5,.,-1,.,2&0,.
PglD inh,0,.,1,-1,2,1,4&3&0,2
Cneo AK release,-3,.,1,1,1,-2,1&7&6,-4
C2C12 statin,-12,.,-4,15,6,-2,1&-5&11,29
PGC1a acetyl inh,-5,-5,-1,-5,9,-18,0&0,3
F508del corr,1.7,0.6,.,.,-2.8,1.2,-1.6&-2.6&0.6,.

41) CC(C)(C)OC(=O)N1CCN(C(=O)c2[nH]cnc2C(=O)Nc2ccon2)CC1
42) O=C(C[C@@H]1C=C[C@@H](NC(=O)c2cccnc2)[C@@H](CO)O1)NCc1ccc(Cl)c(Cl)c1
43) Cc1cccc(NC(=O)CC2C(=O)NCCN2C(=S)Nc2ccccc2)c1 (stereo not drawn)
44) COc1ccc(C(CNC(=O)c2cccc(S(=O)(=O)N(C)c3ccccc3)c2)N2CCCC2)cc1 (stereo not drawn)
45) CS(=O)(=O)N(CC(=O)NCCSCc1cccc(Cl)c1)c1ccccc1F
46) CC(=O)c1c(C)oc2ccc(N(C(C)=O)S(=O)(=O)c3ccc(Br)cc3)cc12
47) CCc1ccc(OCCSc2nc3ccccc3n2CCC(=O)O)cc1
48) COc1ccc(CCNC(=O)c2c[nH]c3ccccc3c2=O)cc1OC

Assay by compound,41,42,43,44,45,46,47,48
miR-122 sensor,4,7[16.7 µM],-3,-9,0,29,-2,19
GSIS activator,30,9,-4,.,-13,31,-10,.
FN deposition inh,4,-12,.,3,1,2,-8,11
PglD inh,1,14,-2,-4,6,-3,4,1
Cneo AK release,2,1,1,-2,-3,9,-2,-5
C2C12 statin,0,-9,-2,-8,-22,-54,9,-4
PGC1a acetyl inh,-5,9,0,.,-3,.,-9,-9
F508del corr,2.0,2.1,.,-0.9,-2.4,-2.2,-0.2,.

49) CCN(C(=O)Cn1c(=O)oc2ccccc21)c1c(N)n(Cc2ccccc2)c(=O)[nH]c1=O
50) O=C(CN1C(=O)S/C(=C\c2ccccn2)C1=O)Nc1ccc(F)cc1
51) C[C@@H]1CN([C@H](C)CO)C(=O)Cc2cc(NC(=O)CCCCCC(=O)Nc3ccccc3N)ccc2O[C@@H]1CN(C)Cc1ccncc1
52) C[C@H](CO)N1C[C@H](C)[C@H](CN(C)Cc2ccncc2)Oc2ncc(C#Cc3ccncc3)cc2C1=O

Assay by compound,49,50,51,52
miR-122 sensor,3,-3,-1[16.7 µM],-4[16.7 µM]
GSIS activator,20,23,16,0
FN deposition inh,12,.,.,-5
PglD inh,.,2,0,.
Cneo AK release,5,3,0,.
C2C12 statin,8,-1,11,22
PGC1a acetyl inh,9,.,-2,-13
F508del corr,-1.0,4.8,0.3,-1.7

3 entries picked at random from the list so far:
16) c1cncc(-c2nnc3n2C2(CCCCC2)Cc2ccccc2-3)c1
49) CCN(C(=O)Cn1c(=O)oc2ccccc21)c1c(N)n(Cc2ccccc2)c(=O)[nH]c1=O
24) CC(C)CN1CCC(C(=O)NC(c2ccc(F)cc2)c2ccc3ccccc3n2)CC1 (stereo not drawn)

Assay by compound,16,49,24
miR-122 sensor,.,3,-10
GSIS activator,.,20,.
FN deposition inh,.,12,-12
PglD inh,7,.,3
Cneo AK release,4,5,0
C2C12 statin,1,8,2
PGC1a acetyl inh,6,9,-4
F508del corr,.,-1.0,-0.3
